Screening data (PubChem BioAssay)
NCF1 inh – inhibitors of human p47phox binding; P14598; p47phox/p22phox peptide binding, fluorescence polarization, 2 h; inhibition, % at 24.7 µM; hit rate 0.53% among 220,000; AID 1274;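 active means inhibition above about 30%, limit read from the data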;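 further: 0% = p47phox with labelled peptide and 100% = labelled peptide alone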
TRPN1 ag – agonists of zebrafish TRPN1 channel; activation, % at 3 µM; hit rate 0.18% among 220,000; HEK293 zebrafish TRPN1-YFP, Fluo-8 calcium fluorescence; 100% = response to 87 µM carbachol; AID 1424;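 active means activation above its plate's cutoff, the mean activation of test wells on that plate plus 3 SD, cut at about 19% in these data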;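 further: 0% = DMSO alone and 100% = 87 µM carbachol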
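Material: zebrafish TRPN1-YFP in HEK293 cells; Doses: single test compound dose, 3 µM nominal, 0.3% DMSO; Timing: dye loading 1 h at 37 °C, then 30 min room temperature; Technique: intracellular calcium fluorescence with Fluo-8; Benchmarks: high carbachol 87 µM, low DMSO alone.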
PPC-1+TRAIL kill – compounds killing PPC-1 cancer cells with TRAIL present (potentiator screen, no TRAIL-free arm). hit rate 0.41% among 220,000. cell killing (% activity), % at 4 µM. PPC-1 cells + TRAIL, ATPLite viability luminescence. AID 1443;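 active means cell killing above 50% in the first pass at 4 µM, then a duplicate retest at 5 µM averaging 50% or more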;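 further: plate controls were cells with TRAIL plus DMSO for no effect and medium-only wells lacking cells for full effect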
CHOP inh – inhibitors of CHOP induction in ER stress response; CHO-K1 CHOP-promoter luciferase, tunicamycin-induced, 15-18 h; inhibition, % at 10 µM; hit rate 3.8% among 220,000; AID 2732;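 active means compounds that reduced the stress-induced luciferase reporter signal by more than about 70% of percent inhibition, limit read from the data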;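 further: 0% = tunicamycin plus vehicle and 100% = wells without tunicamycin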
TNF necrop inh – inhibitors of TNF-alpha induced necroptosis in Jurkat FADD-/- cells; activation (protection from cell death), % at 10 µM; Jurkat FADD-/- TNF necroptosis rescue, ATP luminescence, 24 h; 0 = TNF only, 100 = no-TNF cells; hit rate 0.068% among 220,000;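 active means activation, meaning protection from cell death, of at least 50% relative to plate controls; inactive means activation below 50%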;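 further: necroptosis triggered by 40 ng/mL TNF-alpha added together with compound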
Mdm2 ligase inh – Mdm2 E3 ligase (human) inhibition; Q00987; cell-based MDM2 ubiquitination luciferase reporter, 2 h; 0 = plate control, 100 = twice control, blank-subtracted; AID 1230; signal enhancement, % at 5 µM; hit rate 0.11% among 210,000;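 active means signal enhancement of 30% or more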;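 further: luminescence tracks abundance of the self-degrading MDM2-luciferase fusion protein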
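Buffer or medium: Cells held in DMEM | Assay system: Stable mammalian line carrying autodegrading MDM2–luciferase fusion reporter | Quantity: 2000 cells/well | Times: 4 h settle plus 2 h compound, 37 °C | Doses: One concentration, 5 µM, with 0.2% DMSO | Technique: Luminescence with SteadyLite reagent, 15 min at room temperature | Benchmarks: Plate controls and plate blanks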
Runt-SMMHC FRET – inhibitors of human RUNX1 Runt domain binding to CBFb-SMMHC; Q01196+Q13951; Cerulean-Runt/Venus-CBFb-SMMHC FRET ratio 530/480, 1 h; inhibition, % at 20 µM; hit rate 0.74% among 220,000; AID 1434;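 active means mean inhibition across duplicate retests at 20 µM reaching about 50%, limit read from the data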;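 further: 0% = DMSO wells and 100% = wells with excess untagged CBFb-SMMHC; inhibitors lower the FRET ratio by blocking Runt binding to CBFb-SMMHC; some results filed as inactive read as strong as hits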
Target sequence (Q01196 whole entry, looked up, the tested form may be a part): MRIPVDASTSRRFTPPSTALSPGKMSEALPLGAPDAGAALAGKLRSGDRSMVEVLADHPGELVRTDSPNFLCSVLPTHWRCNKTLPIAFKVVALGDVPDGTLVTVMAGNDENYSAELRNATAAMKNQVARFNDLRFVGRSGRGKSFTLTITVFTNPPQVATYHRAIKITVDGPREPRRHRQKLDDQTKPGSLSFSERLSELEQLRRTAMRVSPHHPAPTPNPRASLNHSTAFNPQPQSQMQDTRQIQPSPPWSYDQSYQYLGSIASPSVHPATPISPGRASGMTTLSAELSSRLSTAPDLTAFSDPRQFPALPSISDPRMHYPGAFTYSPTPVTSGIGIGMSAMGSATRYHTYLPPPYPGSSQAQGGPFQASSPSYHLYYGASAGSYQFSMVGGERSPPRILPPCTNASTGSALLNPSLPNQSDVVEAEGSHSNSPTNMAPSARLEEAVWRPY
Target sequence (Q13951 whole entry, looked up, the tested form may be a part): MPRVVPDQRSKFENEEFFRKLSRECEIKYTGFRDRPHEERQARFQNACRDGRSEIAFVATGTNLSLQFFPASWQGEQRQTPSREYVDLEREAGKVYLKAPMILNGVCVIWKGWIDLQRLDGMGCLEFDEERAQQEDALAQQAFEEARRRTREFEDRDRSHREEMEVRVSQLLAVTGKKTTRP
EBV gp42 block – inhibitors of Epstein-Barr virus glycoprotein 42; hit rate 0.42% among 220,000; Fluorescence polarization binding assay, mP read-out; inhibition, % (tested at 21.74 µM); AID 1085; in the data active means inhibition above about 50%
Target sequence (Q1HVG2 whole entry, looked up): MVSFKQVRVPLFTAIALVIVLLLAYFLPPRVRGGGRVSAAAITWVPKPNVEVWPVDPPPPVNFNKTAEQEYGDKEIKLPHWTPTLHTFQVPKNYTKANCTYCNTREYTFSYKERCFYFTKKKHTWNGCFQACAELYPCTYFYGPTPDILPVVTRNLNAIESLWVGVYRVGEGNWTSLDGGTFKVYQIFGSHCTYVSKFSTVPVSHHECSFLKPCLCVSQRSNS
TRPML3 agonist – agonists of human TRPML3 channel; Q8TDD5; HEK293 TRPML3-YFP, Fluo-8 calcium fluorescence; 100% = the carbachol control signal; activation, % at 3 µM; hit rate 0.29% among 220,000;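 active means activation above its plate's cutoff, the mean activation of the plate's test wells plus 3 SD, cut at about 12% in these data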;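 further: 0% = DMSO only wells and 100% = carbachol wells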
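Material: HEK293 cells stably carrying human TRPML3-YFP; compound dosing: single dose, 3 µM final nominal compound, 0.3% DMSO final; incubation: 1-h 37 °C dye load, 5-s basal, 120-s post-compound reads; technique: Fluo-8 intracellular calcium fluorescence, excitation 470-495 nm, emission 515-575 nm; read-out basis: percent activation from peak-to-basal fluorescence ratio, scaled between DMSO and carbachol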
* marks the source's active call; other numbers are inactive results; nt = no result given.

Results follow in this order: NCF1 inh, TRPN1 ag, PPC-1+TRAIL kill, CHOP inh, TNF necrop inh, Mdm2 ligase inh, Runt-SMMHC FRET, EBV gp42 block, TRPML3 agonist
1) CCOC(=O)C1CCCN(S(=O)(=O)c2ccc(S(N)(=O)=O)cc2)C1 (centres undefined)
→ -8, 1.8, 5, -8, -0.4, -29, 4, 0, 1.9
2) CSc1nc(Cl)c(C#N)c(-c2ccc(C)cc2)n1
→ -3, 1.3, 11, 43, -5.5, 10, -1, -4, 0.2
3) O=C(N/N=C/c1ccccn1)NC12CC3CC(CC(C3)C1)C2
→ -2, 1.2, 8, -27, 0.0, -3, -6, -10, 0.3
4) COC(=O)C(Cc1ccccc1)N1CCS(=O)(=O)CC1 (centres undefined)
→ -1, 0.7, 1, 2, -0.5, -8, 2, 8, 0.9
5) O=C(COc1ccc(Cl)cc1)OCC(=O)N1CCCC1
→ -15, -0.3, 29, 14, 1.6, -8, 0, -9, 0.0
6) CC(Sc1ccccc1)C(=O)NN=C1CCCCCCC1 (centres undefined)
→ -1, 0.0, 7, -4, 1.5, -20, 0, 5, 0.3
7) O=C(COC(=O)c1ccc(Br)o1)Nc1ncc(Cl)cc1Cl
→ 11, -1.1, 1, 2, 0.9, -36, -2, -4, -0.3
8) CCCc1cc(=O)[nH]c(SCC(=O)N2CCN(S(=O)(=O)c3ccc(Cl)cc3)CC2)n1
→ -14, 1.9, 16, -2, 1.6, 2, 0, -13, -0.7
9) Cc1ccc(CNC(=O)CSc2ccsc2[N+](=O)[O-])cc1
→ -8, -2.7, -1, 2, 1.6, -10, 0, 4, -1.4
10) CCn1cc(C(=O)Nc2ccc(C)cc2C)c(=O)c2ccc(C)nc21
→ -2, -0.3, nt, -16, -0.1, -7, nt, -26, 0.5
11) NC(CSCc1ccccc1Cl)C(=O)O (centres undefined)
→ -8, 0.1, -2, -11, -0.8, -11, 1, -13, 0.4
12) Cc1ccc(N2C(N)=NC(N)=NC2(C)C)c(C)c1
→ -13, 0.3, -30, 19, -0.6, -6, 4, -26, 0.3
13) O=c1c2cc(N3CCOCC3)ccc2[nH]c(=S)n1Cc1ccc(Cl)cc1
→ 1, 5.1, 3, 70*, -3.6, -3, -10, -9, 1.5
14) COc1ccc(Cc2nnc(-c3cccc(C)c3)o2)cc1OC
→ -8, 1.4, 7, 9, -0.4, -1, 0, -2, 0.9
15) CCCn1c(=NC(C)=O)c(C(=O)OCC)cc2c(=O)n3ccccc3nc21
→ -17, 0.0, -16, 5, -1.4, -18, 59*, -13, 0.1
16) COc1ccccc1NC(=S)N(Cc1cccnc1)Cc1ccccc1Cl
→ -10, -0.5, -3, -7, -2.4, -7, 0, -2, 0.1
17) COc1ccc(NC(=O)Cc2coc3cc(C)c(C(C)C)cc23)cc1S(=O)(=O)N1CCOCC1
→ -21, 0.1, 12, 33, -3.0, -16, -1, -53, -0.5
18) CCN(CC)C(=O)c1cn(CC)c(=O)c2cc(OC)c(OC)cc12
→ -14, 1.0, 18, 1, 0.9, -9, 0, -25, -0.1
19) O=C(/C(N=Nc1cccc([N+](=O)[O-])c1)=C(/O)c1ccc(Br)cc1)C(F)(F)F
→ -15, 10, 8, 70*, -21, -92, -2, 1, 6.8
20) CCSc1nc2c(c(=O)[nH]1)C(c1ccc(C)cc1)C1=C(CCCC1=O)N2 (centres undefined)
→ -6, 0.5, -3, 33, -2.3, -14, 0, -2, -0.3
21) C=CCc1c(C)c(C#N)c2nc3ccccc3n2c1N1CCCCC1
→ -7, 0.1, -12, -5, -0.2, -5, 67, -9, -0.4
22) O=[N+]([O-])c1ccc(Oc2cnc3ccccc3n2)cc1
→ -2, -0.1, 31, 34, 0.7, -22, -4, -18, -1.1
23) S=C(NCc1ccco1)N/N=C/c1ccncc1
→ -3, 0.3, 20, 1, -1.1, -6, 0, -10, 0.6
24) CCOc1ccc2nc(SCCNS(=O)(=O)c3ccccc3)sc2c1
→ -15, -2.8, 13, 56, 0.8, 2, 2, 9, -0.5
25) CCc1nnc(NC(=O)c2cc(S(=O)(=O)N3CCCCC3)ccc2N2CCOCC2)s1
→ -10, 0.1, 10, 13, 0.4, -13, 1, -11, 0.3
26) Cc1ccc(CNC(=O)c2csc3c2CCCCC3)cc1
→ -6, -1.1, 23, 39, 2.2, -16, -5, -7, 0.2
27) O=C(O)c1cccc(NS(=O)(=O)c2cccc3cccnc23)c1
→ -6, 0.8, -1, 39, 0.4, -9, -2, -16, 0.9
28) O=C(NCCc1csc(-c2ccccc2)n1)c1ccccc1F
→ 5, 0.2, 37, 18, 0.4, -2, 0, -6, -0.1
29) CCc1cc2c(N3CCN(c4ccccc4)CC3)ncnc2s1
→ -15, 0.5, -13, 77*, -9.9, -7, 3, -1, 0.7
30) COc1ccc(-n2c(Cc3cc(=O)[nH]c(=O)[nH]3)nnc2SCC(=O)Nc2cc(C(F)(F)F)ccc2Cl)cc1
→ 4, 1.1, 12, -16, 0.2, 2, -6, 9, 0.4
31) Cc1ccc(CN=C(Nc2ccccc2)NC2CCCCC2)cc1
→ 0, 2.9, 22, 10, 2.7, -11, -3, -5, 0.8
32) Cc1ccc(-c2nnc(SCC(C)C)n2C)cc1
→ -5, -0.6, 18, 4, -0.5, -9, -3, 4, -0.1
33) COc1ccc2[nH]c3c(=O)n(/N=C/[C@H]4C(C)C=C(C)CC4C)c(=O)[nH]c3c2c1 (some centres undefined)
→ 7, 0.2, 6, 109*, 4.7, -17, -1, -11, -0.1
34) O=C(Oc1ccc2c(-c3ccccc3)cc(=O)oc2c1)c1cccs1
→ -9, -0.5, 8, 18, -0.7, -5, -5, 10, 0.7
35) CCSC1=NCCN1S(=O)(=O)c1ccccc1
→ -63, -0.8, 7, 2, -0.1, -27, 3, -25, -0.1
36) C/C(=N\NC(=O)c1csc(C)c1C)c1ccc(C)s1
→ -4, -1.2, 12, -10, 1.9, 2, 6, 5, -0.2
37) CCCOC(=O)c1[nH]c2c(c1C)C(=O)CC(c1cccs1)C2 (centres undefined)
→ -5, -0.2, 3, nt, -8.2, -8, 2, 1, 0.6
38) COc1ccc(/C=N/NC(=O)CO/N=C(\C)c2cccs2)cc1
→ 19, -1.1, -3, 55, 0.5, -4, 4, 3, 0.7
39) C=CCOc1c(CNc2nccs2)cccc1OCC
→ 36*, -0.1, 3, 41, -1.9, -27, 0, -16, -0.6
40) CC1(C)C2CCC(C2)C1(C)NC(=O)CN1CCN(Cc2ccccc2)CC1 (centres undefined)
→ 3, 2.7, -16, 41, 1.4, -3, -2, -11, 0.9
41) O=C(Nc1sc2c(c1C(=O)O)CCC2)c1ccc(F)cc1
→ 8, -1.3, 9, -5, -1.3, -5, 1, -1, 0.4
42) O=C(COc1ccc(Cl)cc1)N1CCN(c2cccc(C(F)(F)F)c2)CC1
→ -1, 1.5, 4, 86*, 1.4, -2, 0, -8, 0.9
43) COc1ccc(C2=NNC(=O)CC2)cc1
→ -4, 1.8, 16, -3, -0.3, nt, -5, -19, 0.4
44) CCC1=C(OC(=O)N(CC)CC)N2C(=O)OC(=NCC(=O)OC)[C@]2(C)[C@H]2C1=CC[C@H]1C(=O)N(C)C(=O)[C@H]12
→ -12, nt, 5, 14, 1.0, 13, -3, -5, nt
45) O=C(NCc1ccco1)C(Cc1ccccc1)N1C(=O)c2ccccc2C1=O (centres undefined)
→ -7, -0.3, -23, -6, 0.0, -11, 0, -1, 0.5
46) CCOc1cc(S(=O)(=O)NCc2cccs2)ccc1Cl
→ -8, -2.0, 30, 45, -0.2, -13, 0, -5, -0.6
47) CCOC(=O)c1sc2nc(N3CCOCC3)c3c(c2c1N)CCN(C)C3
→ -12, 0.7, 6, 4, -0.6, nt, -11, 6, 0.2
48) COc1nc(-c2ccccc2Cl)ccc1C#N
→ 0, -1.9, 15, 61, -6.0, -4, 2, -9, -2.1
49) Cc1cc(C)c(Cn2c(=O)n(CCCC(=O)NCc3ccco3)c(=O)c3sccc32)c(C)c1
→ -18, -0.5, -3, 68, -1.8, -8, -3, -15, 0.9
50) O=C1OC(c2ccccc2)C2(CCCC2)C(=O)C12CCCC2 (centres undefined)
→ -16, -1.0, 26, 57, 28, -13, -3, -12, 0.7
51) CN(C)c1oc(-c2ccccc2Cl)nc1P(=O)(c1ccccc1)c1ccccc1
→ -10, -1.7, 10, 21, -2.1, -20, -2, -18, -1.1
52) Cc1c(NC(=O)Nc2ccc(Cl)c(Cl)c2)c(=O)n(-c2ccccc2)n1C
→ -22, 2.5, 11, 65, 3.1, 1, 3, 2, 1.2

One compound at a time (already shown). Screens in order: NCF1 inh | TRPN1 ag | PPC-1+TRAIL kill | CHOP inh | TNF necrop inh | Mdm2 ligase inh | Runt-SMMHC FRET | EBV gp42 block | TRPML3 agonist
`O=C1OC(c2ccccc2)C2(CCCC2)C(=O)C12CCCC2` (centres undefined) in the list: -16 | -1.0 | 26 | 57 | 28 | -13 | -3 | -12 | 0.7
`O=C(Oc1ccc2c(-c3ccccc3)cc(=O)oc2c1)c1cccs1` in the list: -9 | -0.5 | 8 | 18 | -0.7 | -5 | -5 | 10 | 0.7
`O=C(COc1ccc(Cl)cc1)N1CCN(c2cccc(C(F)(F)F)c2)CC1` in the list: -1 | 1.5 | 4 | 86* | 1.4 | -2 | 0 | -8 | 0.9
`CCSC1=NCCN1S(=O)(=O)c1ccccc1` in the list: -63 | -0.8 | 7 | 2 | -0.1 | -27 | 3 | -25 | -0.1
`C/C(=N\NC(=O)c1csc(C)c1C)c1ccc(C)s1` in the list: -4 | -1.2 | 12 | -10 | 1.9 | 2 | 6 | 5 | -0.2

Compounds as they come; any-hit rate near 5.9%.
